MKP-3 inhibition – inhibition of rat DUSP6 enzyme activity – biochemical, in vitro, primary screen (AID 425). 110,000 compounds, 0.17% hits. recombinant MKP-3 phosphatase activity, fluorescence; higher % means a stronger effect. inhibition, % at 20 µM, or IC50 in µM where a hit was titrated; in the data active = inhibition above about 50%;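 also: plate controls were vehicle for no effect and reference inhibitor for full effect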
Hsp70 inhibitors – Hsp70 inhibitors, probe displacement, primary screen, biochemical, fluorescence polarization (AID 583) | Hsp70 fluorescence polarization probe displacement, mP; higher % means a stronger effect | displacement, % at 20 µM, or IC50 in µM where a hit was titrated | 140,000 compounds, 0.06% hits; in the data active = displacement above about 50%;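 also: plate controls were vehicle for no effect and reference ligand for full effect; a part of the inactive calls stands beside numbers as strong as those of hits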
The depositor's hits bear a star; . = no result given. Some of the compounds tested; the hit share may differ from the screen's.

MKP-3 inhibition | Hsp70 inhibitors | structure
1.6% | 3.5% | CCn1cc(C(=O)NCCCN2CC(C)CC(C)C2)c2cc(OC)c(OC)cc2c1=O (centres undefined)
-7.2% | 6.7% | COc1ccc(NC(=O)c2c(NC(=O)CNCc3ccco3)sc3c2CCC3)cc1
-0.3% | 2.9% | Cn1c(=O)c2c(nc(NCC(O)c3ccccc3)n2C)n(C)c1=O (centres undefined)
14.9% | 3.3% | Cc1nc(-c2c(-c3ccc(O)cc3O)noc2C(F)(F)F)cs1
-12.1% | 3.9% | CCn1cc(C(=O)NCCCN(C)c2ccccc2)c(=O)c2cc(S(=O)(=O)N(C)C)ccc21
-1.5% | -0.9% | CC1CN(C(=O)c2ccc3c(c2)OCO3)OC(c2ccccc2)O1 (centres undefined)
. | 5.3% | c1ccc2c(N3CCOCC3)nc(N3CCOCC3)nc2c1
2.0% | 2.4% | O=C1CC(Sc2ccc(Br)cc2)C(=O)N1c1ccccc1 (centres undefined)
6.5% | 4.7% | O=c1c2c3c(sc2n2cnnc2n1Cc1ccccc1)CN(Cc1ccccc1)CC3
10.7% | . | CCN(CC)S(=O)(=O)c1ccc(C(=O)Nc2ncn(Cc3ccccc3)n2)cc1
5.5% | -2.2% | COCCn1nnnc1C(c1ccccc1)N1CCN(C)CC1 (centres undefined)
. | 3.3% | Cc1cc(-c2nnc(SCC(=O)Nc3ccccc3C(F)(F)F)o2)c(C)n1-c1ccccc1
-9.0% | . | CCC1(C)Cc2ccccc2-c2c1c(=O)n(Cc1ccccc1)c1nnnn21 (centres undefined)
2.9% | -3.2% | COc1ccccc1N1C(=O)CC(Sc2ccccc2C(=O)O)C1=O (centres undefined)
-0.2% | 0.6% | COc1ccc(-c2c3c(=O)n(C)c(=O)n(C)c3cn2-c2cc(OC)ccc2OC)cc1
. | 3.1% | Clc1ccc(CNc2nc(N3CCOCC3)nc(N3CCOCC3)n2)cc1
6.9% | 0.6% | COc1cccc(OCCOc2c(Cl)cc(/C=c3\sc4nc5ccccc5n4c3=O)cc2OC)c1
2.7% | 0.6% | COC(=O)C1=CN(Cc2cccs2)C=C(C(=O)OC)C1c1ccc(C(F)(F)F)cc1
. | -2.6% | CSc1nc(N2CCOCC2)c2c(c1C#N)CC(C)(C)OC2
3.0% | -0.7% | COC(=O)[C@H](C)NC(=O)Nc1ccc(S(N)(=O)=O)cc1
3.3% | 5.7% | COc1ccccc1N1CCN(CCCNC(=O)Nc2ccccc2)CC1
8.1% | -0.3% | CN1CCN(S(=O)(=O)c2ccc(NC(=O)c3ccco3)cc2)CC1
2.5% | -4.7% | COc1cccc(C(=O)Nc2sc(C(=O)OC(C)C)c(C)c2C(=O)OC(C)C)c1
10.6% | -5.7% | O=C(Cn1nc2ccccc2n1)N/N=C/c1ccc(Cl)cc1Cl
. | -0.2% | CCOC(=O)C1=C(c2ccccc2)Nc2c(c(=O)n(C)c(=O)n2C)C1c1ccc(O)c(OC)c1 (centres undefined)
3.9% | 1.6% | CCC(=O)Nc1ccc(NC(=O)Cc2ccccc2)cc1
7.9% | 6.1% | O=C(O)C(Cc1ccccc1)N1C(=O)/C(=C/C(Cl)=C/c2ccc([N+](=O)[O-])cc2)SC1=S (centres undefined)
-4.2% | 2.8% | CCOC(=O)c1c(NC(=O)COC(=O)Cn2cnc3ccccc32)sc(C)c1C
-3.2% | -1.1% | CC1CCN(C(=O)CCNS(=O)(=O)c2ccccc2)CC1
. | 6.3% | CCOC(=O)C(C)Sc1nc(C2CC2)cc(C(F)(F)F)c1C#N (centres undefined)

Shown bar-delimited: entries from further up.
SMILES | MKP-3 inhibition | Hsp70 inhibitors
CN1CCN(S(=O)(=O)c2ccc(NC(=O)c3ccco3)cc2)CC1 | 8.1% | -0.3%
COc1cccc(C(=O)Nc2sc(C(=O)OC(C)C)c(C)c2C(=O)OC(C)C)c1 | 2.5% | -4.7%

Next part:
MKP-3 inhibition | Hsp70 inhibitors | structure
. | -0.8% | CCOc1ccc(NC(=O)CC2C(=O)N(c3ccccc3)C(=S)N2Cc2ccccn2)cc1 (centres undefined)
4.1% | -0.2% | O=C(Nc1ccccc1C(=O)c1ccccc1)c1ccc([N+](=O)[O-])cc1
1.3% | -6.0% | CCc1c(C)nc2cc(-c3ccccc3)[nH]n2c1=O
. | -2.5% | O=C(N/C=N/O)C1=NOC(CNc2ncc(C(F)(F)F)cc2Cl)C1 (centres undefined)
. | 0.4% | CN(C)CCCn1c(-c2ccccc2)nc(=S)c2c1CCCC2
0.3% | -10.6% | Cn1c(CNC(=O)Cc2ccc3c(c2)OCO3)nnc1SCc1ccccc1
1.3% | -3.9% | CC1=NN(c2ccccc2)C(=O)C1C=C1C(=O)c2ccccc2C1=O (centres undefined)
1.6% | 2.8% | Cc1ccc(NCC(O)COc2ccc(OCC(O)CNc3ccc(C)cc3C)cc2)c(C)c1 (centres undefined)
4.5% | -2.0% | Clc1ccc(-c2ccc(/C=C\c3nc4ccccc4o3)o2)cc1
-5.8% | 3.7% | CCOc1ccc(-n2cc(C(=O)Nc3cccc(C)n3)c3cc(OC)c(OC)cc3c2=O)cc1
-1.7% | 7.4% | CCCSC1=C(C#N)C(c2ccc(OC)cc2)C2=C(CC(C)(C)CC2=O)N1 (centres undefined)
. | -1.3% | CCc1nc(C)cn1S(=O)(=O)c1cc(Cl)c(OC)cc1Cl
2.7% | 3.0% | O=C(NCC1CCCO1)C1c2ccccc2C(=O)N1C1CCCCCC1 (centres undefined)
4.3% | 3.2% | O=S(=O)(c1ccc(Cl)cc1)N1C(=S)SCC1c1ccccc1 (centres undefined)
. | 6.0% | COc1cccc2c1OCC1COc3c(c(=O)n(C)c(=O)n3C)C21 (centres undefined)
. | -5.5% | CCN(CC)S(=O)(=O)c1cccc(NC(=O)c2cc3ccccc3o2)c1
3.8% | -2.4% | O=C1/C(=C\c2cc([N+](=O)[O-])ccc2Cl)SC(=S)N1Cc1ccccc1
0.1% | -3.2% | COc1cc(C(=O)NC2CCCCC2)cc(OC)c1OC
. | 0.9% | Cc1nc(SCC(=O)N(C)C2CCCCC2)[nH]c(=O)c1Cc1ccccc1
-4.9% | -2.4% | Cc1nn(CC(=O)N2CCOCC2)c(=O)c2ccccc12
-10.4% | . | CCOc1ccc(C(=O)N(C)C2CCS(=O)(=O)C2)cc1 (centres undefined)
-0.1% | -1.6% | COc1cc(NS(=O)(=O)c2ccc(NC(=O)c3ccc(-c4ccccc4)cc3)cc2)ncn1
-5.3% | 10.2% | O=C1CC(c2ccc3c(c2)OCO3)c2cc3c(cc2N1)OCCO3 (centres undefined)
-0.4% | . | CCOC(=O)c1cc2c(=O)n3ccccc3nc2n(CCCOC)c1=NC(C)=O
-2.9% | 3.7% | O=C(Nc1ccc(Cl)cc1)Nc1ccc(Br)cc1
-0.7% | -1.7% | Cn1c(=O)c2c(SCc3cccnc3)nc(C3CC3)nc2n(C)c1=O
. | 6.8% | O=C(Nc1ccccc1C(=O)O)c1ccccc1
. | 2.9% | CCC(C(=O)O/N=C(\N)c1ccccc1)c1ccccc1 (centres undefined)
1.8% | -0.7% | Cc1ccc(S(=O)(=O)N2CCN(c3ccc([N+](=O)[O-])c(N4CCOCC4)c3)CC2)cc1
-4.0% | -0.3% | O=C1C(Nc2ccccc2)=CC(c2ccccc2Cl)N1c1ccccc1 (centres undefined)

Some values from the results shown.
Under Hsp70 inhibitors, `CN(C)CCCn1c(-c2ccccc2)nc(=S)c2c1CCCC2` is listed with 0.4%
Under MKP-3 inhibition, `O=C1/C(=C\c2cc([N+](=O)[O-])ccc2Cl)SC(=S)N1Cc1ccccc1` is listed with 3.8%
Under MKP-3 inhibition, `O=C(Nc1ccc(Cl)cc1)Nc1ccc(Br)cc1` is listed with -2.9%

A second format for part of the listing above.
Compound	MKP-3 inhibition	Hsp70 inhibitors
CCc1nc(C)cn1S(=O)(=O)c1cc(Cl)c(OC)cc1Cl	.	-1.3%
CCOC(=O)c1cc2c(=O)n3ccccc3nc2n(CCCOC)c1=NC(C)=O	-0.4%	.
O=S(=O)(c1ccc(Cl)cc1)N1C(=S)SCC1c1ccccc1 (centres undefined)	4.3%	3.2%
O=C1CC(c2ccc3c(c2)OCO3)c2cc3c(cc2N1)OCCO3 (centres undefined)	-5.3%	10.2%
O=C(Nc1ccc(Cl)cc1)Nc1ccc(Br)cc1	-2.9%	3.7%

(listing goes on)
MKP-3 inhibition | Hsp70 inhibitors | structure
2.0% | -0.9% | CCCCOc1ccc(NC(=O)Nc2cc(F)c(F)cc2Cl)cc1
1.5% | -1.3% | O=c1/c(=C\c2ccc(OCc3ccc(Cl)cc3Cl)cc2)sc2nc3ccccc3n12
0.2% | -29.8% | O=C(N/N=C/C(Br)=C\c1ccccc1)c1ccccn1
5.1% | -2.6% | Cc1cccc(NCc2nc(-c3ccccc3)no2)c1
-13.9% | 3.5% | CC(C)CNS(=O)(=O)c1ccc(CCC(=O)NCC2CCCO2)cc1 (centres undefined)
-0.1% | 4.6% | O=c1ccc(-c2nc3ccccc3[nH]2)n[nH]1
-6.1% | 2.4% | O=C1Nc2ccccc2C12OCC(COc1ccc(Cl)cc1)O2 (centres undefined)
-9.6% | 6.0% | CCOC(=O)C1=C(CNC2CCCCC2)NC(=O)NC1c1cc(C)ccc1C (centres undefined)
. | -4.3% | CCOc1cc(-c2cn(S(=O)(=O)c3cccc4nsnc34)nc2N)cc(OCC)c1OCC
3.6% | 1.3% | O=C(NCc1ccco1)c1c(Cl)cccc1Cl
-3.6% | -0.4% | Cc1ccc(S(=O)(=O)OCP(=O)(c2ccccc2)c2ccccc2)cc1
1.8% | -0.3% | Cc1cc(NC(=O)c2ccc(COc3ccc(Cl)c(C)c3)o2)no1
-1.7% | 4.3% | CCN(CC)C(=O)C1CCCN(Cc2ccc(OC)c(C)c2)C1 (centres undefined)
-3.6% | -1.9% | CCCCS(=O)CC(COCc1ccccc1)OC(=O)CSc1nc(C)cc(C)n1 (centres undefined)
-3.1% | 0.2% | Cc1ccc(C)c(N(C(=O)Cn2nnc3ccccc32)C(C(=O)NCc2ccco2)c2ccncc2)c1 (centres undefined)
1.0% | -0.7% | Cc1sc(NC(=O)CCN2C(=O)c3ccccc3C2=O)nc1-c1ccccc1
2.2% | -1.6% | CN1C(=O)NC(=O)/C(=C/c2cc(Cl)ccc2O)C1=O
-3.4% | -3.4% | COc1ccc(CCNC(=O)c2ccco2)cc1
-2.3% | -2.5% | CC(C)CC(=O)NS(=O)(=O)c1ccc(NC(=O)c2ccccc2Cl)cc1
. | 4.9% | O=C(c1cccc(S(=O)(=O)N2CCCCC2)c1)N1CCN(S(=O)(=O)c2ccc(F)cc2)CC1
4.3% | -3.5% | CCN(CC)c1ccc(/C=N\NC(=O)c2cc(C(C)(C)C)[nH]n2)cc1
-0.6% | -1.1% | COc1ccccc1N1CCN(C/C(C)=C/c2ccccc2)CC1
1.4% | -2.8% | COc1cc(/C=C(\C#N)c2ccc([N+](=O)[O-])cc2)ccc1O
-4.8% | -0.7% | COc1ccccc1NC(=O)N1CCCC(C(=O)Nc2cccc(C)c2C)C1 (centres undefined)
-0.3% | 1.1% | CCCCOc1ccc(S(=O)(=O)n2cnc3ccccc32)cc1
-5.8% | 9.0% | c1cnc2c(OCc3nc4ccccc4[nH]3)cccc2c1
2.4% | -2.2% | Cc1ccc(-c2nn(-c3ccccc3)cc2/C=C2\SC(N)=NC2=O)cc1
-5.8% | . | CCN1C(=O)C2(Nc3ccccc3-c3nc4ccccc4n32)c2cc(OC)ccc21 (centres undefined)
-6.8% | 5.4% | COc1ccccc1NC(=O)CSCC(N)=O
-13.6% | -2.7% | N#Cc1nc(-c2ccc(Cl)cc2)oc1NCc1cccc2c1OCO2
. | 1.1% | COC(=O)c1ccc(NC(=O)c2cc3sccc3n2C)cc1
2.4% | 4.4% | O=C(NCCOc1ccccc1F)c1ccc(CSc2ccc(Cl)cc2)cc1
. | 3.1% | O=C(Nc1ccccc1)Nc1cccc(Cl)c1
-0.4% | -3.7% | COc1ccc(-c2nnn(CC(=O)N(CC(=O)NC3CCCC3)c3cccc(C)c3)n2)cc1OC
. | 18.2% | Nc1c(C(=O)NCCc2ccccc2)nnn1Cc1ccc(Cl)cc1
0.6% | -4.1% | O=C(Oc1ccc(/C=c2/sc3nc4ccccc4n3c2=O)cc1)c1ccc(Br)cc1
-6.1% | -0.3% | O=C(Nc1nccs1)c1cccc(S(=O)(=O)N2CCOCC2)c1
0.5% | 5.7% | COc1ccc(C2CC(=O)C3=C(C2)Nc2ccccc2NC3c2ccc(O)cc2)cc1OC (centres undefined)
3.0% | . | O=C(NCc1ccccc1)C1CC(=O)N(c2ccc(Cl)cc2)C1 (centres undefined)
5.4% | -23.0% | O=C(/C=C/Nc1cc(Cl)ccc1O)c1cccs1
3.7% | 6.3% | COCCNCC(=O)C12CC3CCC(CC(C3)C1)C2
9.5% | -3.0% | O=C(/C=C/c1ccc(-c2cc(Cl)ccc2Cl)o1)c1ccc(F)cc1
-0.2% | 3.5% | Cc1cc(N2C(=O)NC(=O)/C(=C\c3cccc(O)c3)C2=O)ccc1Br

Whole records as entered above. Order of values: MKP-3 inhibition	Hsp70 inhibitors
Results for `COc1ccc(C2CC(=O)C3=C(C2)Nc2ccccc2NC3c2ccc(O)cc2)cc1OC` (centres undefined) = 0.5%	5.7%
Results for `COc1ccc(-c2nnn(CC(=O)N(CC(=O)NC3CCCC3)c3cccc(C)c3)n2)cc1OC` = -0.4%	-3.7%

From PubChem BioAssay
